NTMT1 inh = NTMT1 methyltransferase inhibition; hit rate 2.5% among 59,000; NTMT1 MTase-Glo SAH luminescence, purified enzyme; Q9BV86; Potency, µM (highest dose often 114 µM), for inactives: at the top dose activity change, negative = inhibition, actives largely listed as inhibitors;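 note: potency is the fitted concentration of half-maximal effect; plate controls were DMSO vehicle for no effect and no enzyme for full effect; nearly all actives have a fitted effect of over 65% in size; many of its hits are not listed in these tables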
Target sequence (Q9BV86 whole entry, looked up): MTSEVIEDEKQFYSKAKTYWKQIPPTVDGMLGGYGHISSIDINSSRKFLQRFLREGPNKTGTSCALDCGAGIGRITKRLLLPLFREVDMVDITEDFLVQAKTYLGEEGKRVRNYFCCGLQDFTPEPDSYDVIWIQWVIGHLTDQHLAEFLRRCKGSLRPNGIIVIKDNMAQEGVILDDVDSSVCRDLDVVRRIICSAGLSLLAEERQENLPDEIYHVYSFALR
GALK inhibitor = inhibitors of human galactokinase (GALK). P51570. recombinant GALK, Kinase-Glo ATP luminescence, 1 h. Potency, µM (top dose mostly 57.5 µM), without a hit: at the highest dose activity, negative = inhibition, hits mostly inhibitors. 44,000 tested, under 10 active. AID 1347072;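 note: plate controls were full GALK reaction for no effect and reaction lacking GALK for full effect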
Target sequence (P51570 whole entry, looked up): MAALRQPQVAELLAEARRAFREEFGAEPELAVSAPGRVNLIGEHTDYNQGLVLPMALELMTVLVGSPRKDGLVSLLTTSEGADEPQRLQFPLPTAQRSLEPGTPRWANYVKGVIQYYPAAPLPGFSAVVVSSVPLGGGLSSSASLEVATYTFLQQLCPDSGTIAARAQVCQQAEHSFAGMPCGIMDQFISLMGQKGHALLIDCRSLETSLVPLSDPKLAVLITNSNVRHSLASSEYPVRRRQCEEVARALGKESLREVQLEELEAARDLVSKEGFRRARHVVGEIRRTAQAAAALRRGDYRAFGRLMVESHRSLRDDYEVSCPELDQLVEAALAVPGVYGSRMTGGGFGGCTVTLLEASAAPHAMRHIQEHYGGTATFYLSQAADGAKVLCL
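Luminescent ATP-depletion readout (Kinase-Glo Plus, 10 min) after 1 h RT reaction of 5 nM GALK, 35 uM ATP, 100 uM galactose, pH 8.0 HEPES buffer. Decreased kinase activity scored as inhibition.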
PTAP-TSG101 blk = inhibitors of HIV-1 PTAP binding to human TSG101, validation. 44,000 tested, under 10 active. Potency, µM (titrated, usually from 115 µM), without a hit: at the top dose activity change, negative = inhibition, most hits filed as inhibitors. Fluorescence polarization, FITC-PTAP peptide/Tsg101, 20 min. AID 1347069; note: potency is the fitted concentration of half-maximal effect; 0% is about no effect
Target sequence (Q99816 whole entry, looked up): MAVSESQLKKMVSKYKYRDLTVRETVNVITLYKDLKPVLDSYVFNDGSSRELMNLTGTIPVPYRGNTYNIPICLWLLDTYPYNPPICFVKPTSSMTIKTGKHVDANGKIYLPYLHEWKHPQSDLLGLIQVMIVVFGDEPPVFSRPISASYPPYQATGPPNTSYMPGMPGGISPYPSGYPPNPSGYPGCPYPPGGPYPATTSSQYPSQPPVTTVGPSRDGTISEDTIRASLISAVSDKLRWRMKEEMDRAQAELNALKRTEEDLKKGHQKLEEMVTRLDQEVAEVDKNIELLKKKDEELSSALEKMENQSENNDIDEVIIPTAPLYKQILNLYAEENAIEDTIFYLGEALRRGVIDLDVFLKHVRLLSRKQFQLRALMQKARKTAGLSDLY
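Fluorescence polarization: Tsg101 binding domain (10 uM final) in 10 mM HEPES pH 7.5, 0.15 M NaCl, 0.01% Tween 20, 3 mM EDTA, 0.1 mM TCEP; compounds pinned; FITC-PTAP peptide 50 nM final; 20 min, r.t.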
p53null 39C tox = kills p53 null cells at the nonpermissive temperature. AID 904. H1299 p53-null (neo) cells, 39C, ATPlite viability, 24 h. hit rate 0.97% among 55,000. Potency, µM (highest dose often 46.1 µM), for inactives: at the top dose activity, negative = cell killing, actives largely listed as cytotoxic;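 note: potency is the fitted concentration of half-maximal effect; 0% = DMSO only and -100% = full killing by 100 µM tamoxifen; nearly all actives have a fitted effect of over 50% in size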
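Luminescent ATP signal reported cell survival after H1299 lines (neo, p53 null; or p53 A138V) received up to 46 uM compound and 24 hr incubation at 39C.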
B2AR arrestin ag = ADRB2 beta-arrestin recruitment; 44,000 tested, under 10 active; Potency, µM (top dose mostly 46.1 µM), for inactives: top-dose activation, actives largely listed as activators; HTLA Tango cells, beta-arrestin recruitment, luciferase luminescence, 18 h;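 note: potency is the fitted concentration of half-maximal effect; 0% = DMSO and full agonism = EC100 isoproterenol or metaproterenol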
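Ligand-induced beta-arrestin recruitment to recombinant beta2-AR is measured via a tTA-driven luciferase reporter in Tango cells after 18 hr compound exposure at 37 degrees C. Concentrations span up to 46 microM.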
p53null 32C tox = p53 null cell cytotoxicity, permissive temperature; H1299-neo p53 null cells, ATP luminescence, 24 h, 32C; Potency, µM (top dose mostly 46.1 µM), for inactives: at the top dose activity change, negative = cytotoxicity, most hits filed as cytotoxic; hit rate 0.62% among 55,000; AID 903;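 note: potency is the fitted concentration of half-maximal effect; 0% = DMSO only and -100% = full killing by 100 µM tamoxifen; nearly all actives have a fitted effect of over 55% in size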
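Cells lacking p53 (H1299-neo) are plated at 600 per well and allowed to settle overnight at 37C. Test compounds (up to 46 uM) are added and held 24 hours at 32C, then ATP is quantified by luminescence.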
FH mod = Identification of activators of human fumarate hydratase by quantitative high-throughput screening | Fumarate hydratase, mitochondrial (Homo sapiens), P07954 | FH coupled MDH/diaphorase resazurin fluorescence, 15 min | Potency, µM (highest dose often 79.9 µM), for the others: at the top dose activity change, negative = inhibition, actives largely listed as inhibitors | hit rate 0.22% among 54,000; note: potency is the fitted concentration of half-maximal effect; % is set by controls: 0 for no effect and ±100 for the full control effect; the screen sought activators but most active calls are inhibition curves; nearly all actives have a fitted effect of over 45% in size
* hit, by the source's call; ? = inconclusive; · = no result given; [ ] = another dose, or the depositor's remark. Calls come from the whole dose curve; as a rule, active = well fitted curve in the direction sought with a large enough effect; inconclusive = small, poorly fitted or top-dose-only effect, or another doubt; inactive = no such curve, though single readings can be large; an effect the other way counts as inactive or inconclusive.

Results follow in this order: NTMT1 inh	GALK inhibitor	PTAP-TSG101 blk	p53null 39C tox	B2AR arrestin ag	p53null 32C tox	FH mod
COc1cc(NS(=O)(=O)c2ccc(C)cc2)c2ncccc2c1
→ 15%	·	·	-14%	·	13%	·
CC1CCN(S(=O)(=O)c2ccc3c(c2)N(CC(=O)NC(C)c2ccccc2)C(=O)CO3)CC1 (stereo unspecified)
→ -19%	5%	-2%	?	0%	-9%	-19%
Cc1ccccc1-n1c(=O)c2c3c(sc2n2cnnc12)CCCC3
→ -8%	?	1%	4%	-1%	3%	?
COc1ccc(CNC(=O)C2CCN(C(=O)c3ccc(-n4ccc5ccccc54)s3)CC2)cc1
→ -6%	-2%	1%	-25%	0%	7%	-3%
COc1ccc(NC(=O)NCc2cccn2Cc2ccc(F)cc2)cc1OC
→ 1%	-1%	0%	-21%	-3%	-8%	-7%
Cn1c(=O)c2c(-c3cccc(Br)c3)n(C(C)(C)CO)cc2n(C)c1=O
→ 7%	-10%	-8%	28%	-2%	5%	-1%
Cc1ccc(NC(=O)CSc2[nH]c(=O)ncc2C)cc1
→ ?	2%	-7%	13µM*	0%	11µM*	-11%
Cc1ccc(C)c(S(=O)(=O)NCCc2csc(-c3ccc(Cl)cc3)n2)c1
→ 23%	-4%	-1%	?	-1%	34%[activator]	?
Cc1cccc(NC(=O)CN(C)S(=O)(=O)c2ccc3c(c2)c(=O)n(C)c(=O)n3C)c1C
→ 24%	9%	-6%	5%	-1%	-8%	-16%
Cc1nc2ccccn2c(=O)c1NC(=O)c1cccc(F)c1
→ 9%	0%	1%	25%	0%	-1%	12%
Cc1ccccc1C(=O)Nc1cc(-c2ccc(Cl)cc2)nn1-c1ccccc1
→ 8%	0%	1%	-17%	-1%	1%	19%
CCCn1c(=O)sc2cc(NC(=O)COc3ccc(Cl)cc3)ccc21
→ -2%	-6%	3%	?	-2%	-2%	-21%
COc1ccc(Cn2c(SCc3ccc(C(=O)NC(C)c4ccccc4)cc3)nc3cccnc32)cc1 (stereo unspecified)
→ -3%	0%	-6%	-28%	-1%	-21%	4%
Cc1ccc(Nc2nnc(-c3ccc(C)c(S(=O)(=O)N4CCN(C)CC4)c3)c3ccccc23)cc1
→ 8%	-1%	1%	14%	-2%	60%[activator]	-26%
Cc1ccc(CNC(=O)Cn2c(=O)cc(C(F)(F)F)c3c(C)nn(C)c32)cc1
→ 4%	3%	-4%	0%	0%	-8%	-3%
CCOC(=O)c1ccc(NC(=O)c2oc(=O)c3ccccc3c2-c2ccccc2)cc1
→ -9%	2%	-3%	17%	2%	-4%	18%
COc1ccc(Cl)cc1NC(=O)Cn1c(=O)n(Cc2ccco2)c(=O)c2ccc(C(=O)NC3CCCC3)cc21
→ -20%	9%	-5%	-9%	1%	10%	3%
Cc1ccc2c(=O)cc(C(=O)Nc3nnc(C)s3)oc2c1
→ -3%	6%	-9%	10%	-1%	-12%	-20%
Cc1ccc(N2CC(NC(=O)c3cc4ccccc4o3)CC2=O)cc1 (stereo unspecified)
→ 2%	-1%	3%	11%	0%	-5%	-16%
Cc1ccc(C)c(CN2C(=O)c3ccccc3S(=O)(=O)c3ccc(C(=O)OCC4CCCO4)cc32)c1 (stereo unspecified)
→ 0%	-1%	0%	?	3%	-1%	-16%

Rewritten field by field: part of the list above.
Cc1ccc2c(=O)cc(C(=O)Nc3nnc(C)s3)oc2c1
  NTMT1 inh: -3% | GALK inhibitor: 6% | PTAP-TSG101 blk: -9% | p53null 39C tox: 10% | B2AR arrestin ag: -1% | p53null 32C tox: -12% | FH mod: -20%

Cc1ccc(N2CC(NC(=O)c3cc4ccccc4o3)CC2=O)cc1 (stereo unspecified)
  NTMT1 inh: 2% | GALK inhibitor: -1% | PTAP-TSG101 blk: 3% | p53null 39C tox: 11% | B2AR arrestin ag: 0% | p53null 32C tox: -5% | FH mod: -16%

Cc1ccc(C)c(CN2C(=O)c3ccccc3S(=O)(=O)c3ccc(C(=O)OCC4CCCO4)cc32)c1 (stereo unspecified)
  NTMT1 inh: 0% | GALK inhibitor: -1% | PTAP-TSG101 blk: 0% | p53null 39C tox: ? | B2AR arrestin ag: 3% | p53null 32C tox: -1% | FH mod: -16%

(continued)
Results follow in this order: NTMT1 inh	GALK inhibitor	PTAP-TSG101 blk	p53null 39C tox	B2AR arrestin ag	p53null 32C tox	FH mod
CC(=O)c1cccc(NC(=O)c2cc3sc(Cl)cc3n2C)c1
→ 7%	-3%	-1%	-14%	1%	-14%	-1%
CCOC(=O)c1c(-c2ccc(OC)cc2)oc2ccc(OCc3ccc(Br)cc3)cc12
→ 14%	3%	-1%	20%	0%	3%	-15%
O=C(NC1CC(=O)N(c2ccccc2)C1)C1CCCCC1 (stereo unspecified)
→ 22%	1%	0%	11%	-4%	-6%	-2%
O=C(CC1(O)C(=O)N(CCc2ccccc2)c2ccc(Br)cc21)c1ccc(F)cc1 (stereo unspecified)
→ 9%	0%	-3%	?	-2%	58%[activator]	?
COc1ccc(OC)c(CCNC(=O)c2cnn(-c3ccccc3)c2C2CCN(C(=O)OC(C)(C)C)CC2)c1
→ -15%	2%	0%	7%	0%	11%	-29%
Cc1ccc(S(=O)(=O)c2nc(-c3ccc(F)cc3)oc2SCC(=O)NC2CCCCC2)cc1
→ -4%	6%	2%	-7%	-1%	-7%	-12%
O=C(Cn1c(=O)n(Cc2ccco2)c(=O)c2oc3ccccc3c21)Nc1ccc(F)c(Cl)c1
→ 13%	-1%	0%	-23%	3%	-1%	-2%
CCCN(CCC)CCNC(=O)C1CCCN(S(=O)(=O)c2cccc3nsnc23)C1 (stereo unspecified)
→ ?	9%	-3%	-14%	-2%	4%	-3%
CCCOc1ccc(C(=O)N(Cc2cccs2)c2ccc(C)cc2)cc1
→ 0%	1%	-4%	58%[activator]	-4%	47%[activator]	?
CCS(=O)(=O)N1CC(=O)N(c2cc(Cl)ccc2C)C(C)(C(=O)NC2CCCCCC2)C1 (stereo unspecified)
→ -8%	-6%	-3%	-11%	1%	-7%	1%
COc1ccccc1CNC(=O)CC1N=C2c3ccccc3N=C(SCC(=O)Nc3ccc(F)cc3)N2C1=O (stereo unspecified)
→ 23%	-2%	-5%	2%	-1%	13%	?
COc1ccc(S(=O)(=O)c2c(O)c3ccc(C(=O)Nc4ccccc4)cc3[nH]c2=O)cc1
→ 9%	0%	-9%	16%	3%	0%	-26%
CCOC(=O)C1CCCN(C(=O)c2cc3c(=O)[nH]c4ccc(C)cc4c3s2)C1 (stereo unspecified)
→ 4%	-1%	-1%	4%	-1%	?	?
Cc1ccc(CCNS(=O)(=O)c2cc(-c3cc(C)no3)ccc2C)cc1
→ 3%	-1%	0%	-7%	1%	8%	-22%
CC(=O)N1c2ccc(S(=O)(=O)N3CCCCCC3)cc2CC1C(=O)NCc1ccccc1 (stereo unspecified)
→ -1%	-2%	-1%	-4%	1%	-6%	-4%
Cc1cc(C)c(NC(=O)CSc2nc3nccnc3c(=O)n2CCc2c[nH]c3ccccc23)c(C)c1
→ 0%	1%	1%	-7%	0%	3%	-1%
O=C(Nc1ccc(Br)c2cccnc12)c1cccc2ccccc12
→ -11%	2%	-1%	-13%	1%	-3%	5%
O=C(NCc1ccc2c(c1)CCN2C(=O)c1ccncc1)c1ccccc1F
→ ?	1%	-9%	20%	-1%	5%	-4%
Cc1cccc(NC(=O)N2CCC3(CC2)Oc2ccccc2C(=O)N3Cc2ccccc2F)c1C
→ 5%	4%	-1%	-12%	?	0%	-4%
COc1cc(OC)c(NC(=O)CCc2nc(C3=CCN(Cc4cccc(Cl)c4)CC3)no2)cc1Cl
→ 21%	2%	2%	7%	2%	6%	?

The listing continues:
Results follow in this order: NTMT1 inh	GALK inhibitor	PTAP-TSG101 blk	p53null 39C tox	B2AR arrestin ag	p53null 32C tox	FH mod
COC(=O)c1ccccc1NC(=O)Cn1c(=O)n(Cc2ccc(C(=O)NCc3ccc4c(c3)OCO4)cc2)c(=O)c2ccccc21
→ ?	6%	3%	15%	-2%	9%	-17%
O=C(Nc1ccc(Cl)cc1F)c1cc(S(=O)(=O)NC2CCCCCC2)ccc1F
→ -6%	4%	-4%	-5%	0%	-14%	-15%
Cc1ccc(CCNC(c2ccc(F)cc2)c2nnc(-c3ccccc3Cl)o2)cc1 (stereo unspecified)
→ ·	-1%	0%	-25%	-1%	3%	·
O=C(CSc1nnc(-c2cccs2)o1)Oc1ccccc1Cl
→ -8%	1%	1%	0%	-3%	0%	-10%
Cc1ccc(Cn2ccn(Cc3ccccc3F)c(=O)c2=O)cc1
→ -4%	-2%	0%	22%	3%	5%	0%
CCOc1ccc(-c2cc(-c3nc(-c4ccc(C)cc4)no3)[nH]n2)cc1
→ 0%	0%	2%	?	-1%	-13%	-36%
Cc1cccc(-c2nc3scc(CCNC(=O)c4ccccc4Cl)n3n2)c1
→ 9%	-2%	-6%	?	0%	-18%	-20%
COC(=O)c1ccc(NC(=O)c2cc(=O)c3ccc(C)cc3o2)cc1
→ ?	1%	-3%	6%	-1%	1%	-1%
CCOc1cc(CNS(=O)(=O)c2ccc3c(c2)CC(=O)N3C)cc(OCC)c1OCC
→ -5%	1%	-3%	1%	0%	2%	-11%
Cc1cccc(NC(=O)CCCn2c(C)c3cnn(-c4ccccc4)c(=O)c3c2C)c1C
→ 10%	-12%	-7%	-7%	-3%	-3%	-2%
COc1cc(OC)c(C2C(C(=O)Nc3ccccc3)=C(C)Nc3ncnn32)cc1OC (stereo unspecified)
→ 6%	2%	-9%	-2%	1%	3%	-6%
CC1CCc2c(sc3nnn(CC(=O)Nc4ccccc4Cl)c(=O)c23)C1 (stereo unspecified)
→ -3%	0%	8%	-3%	0%	1%	?
Cn1c(=O)oc2cc(S(=O)(=O)N3CCCC(C(=O)N4CCN(c5ccc(F)cc5)CC4)C3)ccc21 (stereo unspecified)
→ -12%	-2%	2%	-20%	1%	-6%	-3%
Cc1ccc2[nH]c(=O)c3cc(C(=O)N(CCCOC(C)C)Cc4ccco4)sc3c2c1
→ -7%	-4%	-2%	-2%	-2%	8%	?
Cc1ccc2oc(C(=O)Nc3ccc(S(=O)(=O)N(C)Cc4ccccc4)cc3)cc(=O)c2c1
→ 4%	-2%	-2%	-11%	0%	-4%	-13%
COc1ccc(NC(=O)Cn2c(=O)oc3cc(S(=O)(=O)N4CCCC4)ccc32)cc1OC
→ 9%	-1%	-10%	11%	-3%	-6%	0%
CC1=C(C(=O)OCc2ccc(C)cc2)C(c2ccccc2Cl)CC(=O)N1 (stereo unspecified)
→ 5%	1%	1%	-29%	-1%	1%	?
CC1(c2ccc(Cl)cc2)CC(C)(C)N(C(=O)c2cccc(F)c2)c2ccccc21 (stereo unspecified)
→ 4%	2%	2%	28%	0%	19%	-18%

Screening results from PubChem BioAssay.

Some of the compounds tested; rates above refer to the full screens.
